TDP43 rescue: inhibitors of TDP-43 toxicity in yeast; TDP-43 expressing yeast growth rescue, BacTiter-Glo, 24 h; 410,000 tested, 1.8% active; Potency, µM (titrated, usually from 46.1 µM), inactives show at the top dose growth rescue (activation), hits mostly activators; note: % of control where 0% means no effect; nearly all actives have a fitted effect of over 50% in size
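Luminescence from BacTiter-Glo reports growth of TDP-43-expressing yeast after 24 hr at 30 deg C with compound. Cells were raffinose-pregrown to mid-log, then seeded in galactose medium at OD600=0.02.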
GLP-1R agonist: activates the human GLP-1 receptor; HEK293 GLP-1R CRE-luciferase, luminescence, 4-6 h; cells express a hypersensitive GLP-1R form; 380,000 tested, 0.007% active; Potency, µM (highest dose often 45.6 µM), for the others: top-dose activation, actives largely listed as activators; P43220; note: % of control where 0% means no effect
Target sequence (P43220 whole entry, looked up): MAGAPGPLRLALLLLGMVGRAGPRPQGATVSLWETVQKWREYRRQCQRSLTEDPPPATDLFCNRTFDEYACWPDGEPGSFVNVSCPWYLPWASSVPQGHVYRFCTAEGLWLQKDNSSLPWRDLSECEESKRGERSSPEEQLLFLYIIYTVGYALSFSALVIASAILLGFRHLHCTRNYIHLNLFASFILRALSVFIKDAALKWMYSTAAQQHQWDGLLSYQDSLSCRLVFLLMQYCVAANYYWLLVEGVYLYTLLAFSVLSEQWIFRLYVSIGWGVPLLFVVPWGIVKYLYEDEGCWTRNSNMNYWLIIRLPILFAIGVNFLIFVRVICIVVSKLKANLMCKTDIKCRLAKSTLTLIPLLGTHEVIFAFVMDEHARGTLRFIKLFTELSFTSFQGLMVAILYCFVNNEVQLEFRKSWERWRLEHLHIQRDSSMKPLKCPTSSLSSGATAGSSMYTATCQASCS
SW480 rereplic: inducers of DNA re-replication in SW480 colon cancer cells; Potency, µM (titrated, usually from 46.1 µM), without a hit: at the top dose re-replication activation, most hits filed as activators; SW480 DNA re-replication, Hoechst DNA content imaging, 48 h; 340,000 tested, 1.8% active; note: % of control where 0% means no effect; nearly all actives have a fitted effect of over 55% in size
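Per well, 250 cells were exposed to pinned compound for 48 hr. Nuclear DNA was visualised with Hoechst (40 min, 37 C) and total object intensity recorded by fluorescence scanning.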
GLP-1R inv ag: inverse agonists of human GLP-1 receptor; HEK293 GLP-1R CRE-luciferase, luminescence, 24 h; GLP-1R form is constitutively active; Potency, µM (titrated, usually from 38.3 µM), for the others: top-dose activity change, negative = inhibition, usual class: inhibitors; 410,000 tested, 1.6% active; AID 624417; note: % is set by controls: 0 for no effect and ±100 for the full control effect; nearly all actives have a fitted effect of over 55% in size
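Assay principle: reduced luminescence from a cAMP-responsive reporter in HEK293 cells co-expressing a constitutively active GLP-1R. Conditions: 24 hr compound incubation, 37 deg C, 5% CO2.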
KB-3-1 tox: KB-3-1 parental cell cytotoxicity. KB-3-1 viability, CellTiter-Glo ATP luminescence, 72 h. Potency, µM (doses to about 46.1 µM), for inactives: at the highest dose activity change, negative = cytotoxic, actives largely listed as cytotoxic. 400,000 tested, 1.4% active; note: % is set by controls: 0 for no effect and ±100 for the full control effect; nearly all actives have a fitted effect of over 60% in size
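Cytotoxicity in the drug-sensitive parental line KB-3-1 was scored as loss of CellTiter-Glo luminescence following 72 h incubation with compound. Values come from curve fitting of normalized concentration-response data.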
KB-V1 cytotox: KB-V1 MDR subline cytotoxicity; KB-V1 MDR cells viability, CellTiter-Glo, 72 h; Potency, µM (doses to about 46.1 µM), for inactives: top-dose activity change, negative = cytotoxicity, actives largely listed as cytotoxic; 400,000 tested, 3.4% active; AID 1347076; note: % is set by controls: 0 for no effect and ±100 for the full control effect; nearly all actives have a fitted effect of over 60% in size
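Cytotoxicity via CellTiter-Glo luminescence after 72 h compound exposure at 37 degrees C. Cells: drug-selected KB-V1 line, DMEM phenol-red free plus 10% FBS. Compounds tested at multiple concentrations; normalized data fitted to concentration-effect curves.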
GLP1R cytotox: cytotoxicity counter-screen for GLP-1 receptor inverse agonists | Potency, µM (titrated, usually from 38.3 µM), without a hit: top-dose activity change, negative = inhibition, most hits filed as inhibitors | 410,000 tested, 0.13% active | HEK293 cAMP-luciferase reporter cells, luminescence, 24 h;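 note: loss of luciferase light is scored as toxicity; % is set by controls: 0 for no effect and ±100 for the full control effect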
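Here, cytotoxicity is scored as loss of luminescence. The MLSMR collection was tested on cells seeded in medium containing 10% Nu serum, with a 24 hr compound exposure preceded by 12 hours of culture.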
HT1080 IDH1KD tx: HT-1080 IDH1 knockdown cell toxicity (counter line); HT-1080 IDH1 knockdown viability, ATP luminescence, 48 h; Potency, µM (series often up to 46.1 µM), without a hit: top-dose activity, negative = toxicity, most hits filed as cytotoxic; 360,000 tested, 2% active; AID 686971;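 note: 0% = DMSO wells and -100% = cell-free medium wells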
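In this qHTS, HT-1080 cells depleted of IDH1 are exposed for 48 h at 37 °C to compound titrations. Toxicity is scored from CellTiter-Glo luminescence, with DMSO as full viability and medium alone as none.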
HT1080-NT tox: kills 2HG-producing HT-1080-NT fibrosarcoma cells | HT-1080-NT fibrosarcoma viability, CellTiter-Glo ATP luminescence, 48 h | Potency, µM (highest dose often 46.1 µM), for inactives: top-dose activity, negative = less viability, most hits filed as cytotoxic | 360,000 tested, 1.6% active;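 note: NT is the 2HG producing partner of a matched IDH1 knockdown line; 0% = DMSO-treated cells and -100% = media-only wells without cells; nearly all actives have a fitted effect of over 55% in size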
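Viability by CellTiter-Glo luminescence after 48 h compound exposure at 37C of HT-1080-NT cells (750/well, RPMI, 5% FBS). % activity scaled between DMSO wells and medium-only wells, then curve-fitted and categorized by curve class.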
Numbers without * were called inactive; ? = inconclusive; nt = no result given; & = joins results of further samples; [ ] = another dose, or the depositor's remark. Calls come from the whole dose curve; as a rule, active = well fitted curve in the direction sought with a large enough effect; inconclusive = small, poorly fitted or top-dose-only effect, or another doubt; inactive = no such curve, though single readings can be large; an effect the other way counts as inactive or inconclusive. Potency is the fitted concentration of half-maximal effect. Compounds as they come; 9.4% or so of the library scored in one or more.

SMILES | TDP43 rescue | GLP-1R agonist | SW480 rereplic | GLP-1R inv ag | KB-3-1 tox | KB-V1 cytotox | GLP1R cytotox | HT1080 IDH1KD tx | HT1080-NT tox
Cc1cc(NC(=O)c2ccc3c(c2)C(=O)N(C2CCCCC2)C3=O)no1 | 4% | -11% | -3% | 7% | ? | -21% | -1% | 22% | 15%
Cc1ccc(NS(=O)(=O)c2cc(C(=O)NCc3ccccn3)ccc2Cl)cc1 | -14% | -1% | 4% | 0% | 13% | -8% | -1% | 4% | 5%
Cc1nc(N2CCN(C(=O)c3ccco3)CC2)c(C#N)c2c1CCCC2 | ? | -4% | -4% | 1% | -5% | -78% | 3% | 12% | 16%
O=C(C(=Cc1ccc(F)cc1)C(=O)c1ccccc1)c1ccccc1 | 3.5µM* | -15% | nt | ? | 18µM* | 21µM* | ? | ? | ?
COc1cc(-c2noc(C)c2C(=O)NCc2ccc3c(c2)OCO3)cc(OC)c1OC | 29% | -2% | -9% | -4% | -2% | 6% | -2% | 11% | 0%
CCOC(=O)N1CCN(C(=O)c2ccc(Cn3c(=S)[nH]c4cc5c(cc4c3=O)OCO5)cc2)CC1 | -9% | 3% | 10% | 0% | 3% | ? | ? | -9% | -6%
COC(=O)C1=C(COc2ccccc2)NC(=O)NC1c1ccc(Br)cc1 (configuration not stated) | 2% | -2% | -4% | ? | -12% | -8% | ? | -19% | -6%
Cc1ccc(Nc2nc(NCc3cccs3)nc3ccsc23)c(C)c1 | 6% | -7% | nt | ? | ? | ? | -15% | ? | ?
O=S(=O)(Nc1nc2ccccc2nc1N1CCN(c2ccccc2F)CC1)c1ccc(Cl)cc1 | 5% | 3% | -2% | 0% | 11µM* | ? | -2% | -17% | -8%
Cc1nc2ccc(NC(=O)COc3cccc(F)c3)cc2s1 | 20µM* | -5% | -6% | -12% | 7% | 9% | -14% | 16% | 10%
Cc1ccc(C)c(N2CCN(C(=O)Cn3cnc4sc(C)c(S(=O)(=O)N5CCN(c6ncccn6)CC5)c4c3=O)CC2)c1 | -23% | -2% | nt | -2% | -8% | ? | -15% | nt | nt
COc1ccccc1C(=O)NCCn1cc(SCC(=O)Nc2cc(C)on2)c2ccccc21 | -4% | 2% | 3% | -11% | 1% | 8.2µM* | 4% | -6% | 7%
CCCOc1ccc(C(=O)N(Cc2cccs2)C2CCS(=O)(=O)C2)cc1 (configuration not stated) | -5% | 14% | ? | 5%&-13% | -2%&0% | ? | 9%&-3% | 7% | -4%
Clc1ccc(COc2ccccc2-c2ccnc3ncnn23)cc1 | 10% | 20% | -28% | 10% | 0% | ? | -2% | -1% | -3%
COc1cc(NS(=O)(=O)c2c(C)[nH]c(C)c2C(=O)N2CCCC2)cc(OC)c1OC | -1% | -2% | 0% | 4% | 2% | 11% | 6% | 3% | 0%
Cc1c(NC(=O)/C(C#N)=C/c2ccccc2)c(=O)n(-c2ccccc2)n1C | -2% | 3% | 1% | 0%[0.307 µM] | -4% | 1% | 8%[0.307 µM] | 13% | 10%
O=C(NC1CCN(C(=S)Nc2ccccc2Cl)CC1)C1CCCCC1 | -4% | 2% | -2% | -14% | -3% | ? | 6% | 6% | 8%
S=c1[nH]c(-c2ccccc2)cn1/N=C/c1cccs1 | 17% | 7% | 14% | 26% | 16% | -3% | -9% | -3% | 7%
COc1ccc(NC(=S)NC(=O)c2ccccc2Cl)cc1 | 7% | -8% | -88%[inhibitor] | 10% | 1% | 10% | -30% | 12% | 11%
C=CCN1C2CCCC1CC(NC(=S)Nc1ccc(Cl)cc1)C2 (configuration not stated) | 3% | -1% | -5% | ? | -18% | -17% | -12% | -9% | -25%
O=C(CSc1nccn1Cc1ccc(Cl)cc1)Nc1nc2ccccc2s1 | 15%[9.22 µM] | nt | nt | ? | 0% | -5% | 6% | nt | nt
CC(=O)c1cccc(NC(=O)CSc2nc(=O)n(CCN3CCOCC3)c3c2CCCC3)c1 | -24% | 10% | -222%[inhibitor] | 49%[activator] | 1% | 0% | 12% | 16% | 6%
Cc1cccc(SCC(=O)Nc2ccc3c(c2)OCCO3)c1 | 11µM* | 10% | -1% | 23% | 9% | -3% | -8% | 12% | 17%
COc1ccc(NC(=O)COC(=O)/C=C/c2ccccc2[N+](=O)[O-])cc1 | -8% | 0% | -1% | 6% | ? | -3% | 1%[1.53 µM] | 0% | 1%
COc1ccc(/C=N\Nc2ccccc2[N+](=O)[O-])c(C(=O)O)c1OC | -6% | 2% | 4% | 0% | 1% | 3% | ? | -18% | -29%
Cc1ccc(CS(=O)(=O)Cc2ccc(C(=O)NCc3ccccn3)o2)cc1 | -10% | 4% | -1% | 26% | 6% | ? | ? | 7%[9.24 µM] | ?
COc1ccc(C(=O)CC(SCC(NC(C)=O)C(=O)O)c2ccc(Cl)cc2)cc1OC (configuration not stated) | 26% | -4% | ? | 3% | -2% | 13µM* | -21% | 11% | 0%
CC[C@]12c3[nH]c4ccc(Cl)cc4c3CCN1C(=O)[C@@H](CC(=O)NCC13CC4CC(CC(C4)C1)C3)C[C@@H]2C(=O)N1CCN(C(=O)C2CC2)CC1 | 0% | 0% | ? | ? | ? | -23% | -25% | 23µM* | 16µM*
Cc1cc2c(c(=O)n1CCN(C)C)C(c1ccc(Br)cc1)C(C#N)=C(N)O2 (configuration not stated) | 3% | -18% | 3%[9.22 µM] | 7% | -2% | 8% | 2% | 4% | 5%
COC(=O)c1ccc(CNC(=O)COC(=O)Cc2ccsc2)cc1 | -16%[9.22 µM] | 9% | -29% | -7% | -12% | -5% | -2% | 2% | 19%
COC(=O)c1cc2ccsc2n1CC(=O)Nc1ccc(N(C)C)cc1 | 9% | -1% | -3% | -16% | 0% | -5% | 0% | 1% | 2%
Cc1ccc(C(=O)NC(=S)Nc2ccc3c(c2)OCCO3)c(C)c1 | ? | 2% | 0% | ? | -9% | -27% | ? | -25% | -5%
COc1ccc(C(=O)NCc2cccs2)cc1S(=O)(=O)N1CCOCC1 | -8% | -2% | 1% | -24%[7.66 µM] | -1% | -18% | -2%[7.66 µM] | 1% | 0%
Cc1nn(CCCC(=O)NCCc2ccccc2)c(=O)c2nccn12 | 20% | 4% | -2% | 20% | 6% | 0% | -7% | 1% | 2%
COC(=O)CSc1nc2c(c(=O)n(C)c(=O)n2C)n1CCC(C)C | 7% | ? | -14% | 16% | 5% | ? | 8% | 4% | 4%
C=CCSc1nnc(-c2ccccc2NC(=O)CC)c(=O)[nH]1 | -14% | -3% | 0% | 0% | 8% | 0% | -7% | 12% | 23%
c1ccc(-c2cc(-c3nnco3)c3ccccc3n2)nc1 | -17% | 6% | -1% | 10% | ? | -2% | 2% | 29% | 12%
COc1ccc(OCC(=O)NC2CC(=O)N(c3ccc4c(c3)OCCO4)C2)cc1 (configuration not stated) | 20% | 0% | nt | 12% | 10% | 19% | 6% | nt | nt
COc1ccc(S(=O)(=O)NCc2ccccn2)c(C)c1C | nt | -1% | 3% | -7% | -5% | -4% | -12% | 15% | 15%
Cc1cc(C)n(-c2ccc(C(=O)OC(C)C(=O)Nc3ccc(C(N)=O)cc3)cc2)n1 (configuration not stated) | -13% | 9% | -1% | 0% | -4% | 0% | -14% | -15% | -11%
Cc1nn(CC(=O)N2CCN(C(=O)c3ccco3)CC2)c(C)c1[N+](=O)[O-] | 17% | -3% | -1% | -6% | nt | nt | 0% | 13% | -2%
Cc1cccc(NC(=O)CCC(=O)N/N=C/c2cccnc2)c1 | -20% | -3% | 1% | 15% | 7% | 0% | -6% | -5% | -5%
COc1ccc2oc(=O)c(C(C)=O)cc2c1 | -27% | 0% | -13% | 7% | -2% | 2% | 5% | 0% | -2%

2 successive records out of the list so far, for reference:
SMILES | TDP43 rescue | GLP-1R agonist | SW480 rereplic | GLP-1R inv ag | KB-3-1 tox | KB-V1 cytotox | GLP1R cytotox | HT1080 IDH1KD tx | HT1080-NT tox
CCCOc1ccc(C(=O)N(Cc2cccs2)C2CCS(=O)(=O)C2)cc1 (configuration not stated) | -5% | 14% | ? | 5%&-13% | -2%&0% | ? | 9%&-3% | 7% | -4%
Clc1ccc(COc2ccccc2-c2ccnc3ncnn23)cc1 | 10% | 20% | -28% | 10% | 0% | ? | -2% | -1% | -3%

Gathered by group, the compounds so far containing an aryl thioether with sulfur outside any ring (6)
SMILES | TDP43 rescue | GLP-1R agonist | SW480 rereplic | GLP-1R inv ag | KB-3-1 tox | KB-V1 cytotox | GLP1R cytotox | HT1080 IDH1KD tx | HT1080-NT tox
COc1ccccc1C(=O)NCCn1cc(SCC(=O)Nc2cc(C)on2)c2ccccc21 | -4% | 2% | 3% | -11% | 1% | 8.2µM* | 4% | -6% | 7%
O=C(CSc1nccn1Cc1ccc(Cl)cc1)Nc1nc2ccccc2s1 | 15%[9.22 µM] | nt | nt | ? | 0% | -5% | 6% | nt | nt
CC(=O)c1cccc(NC(=O)CSc2nc(=O)n(CCN3CCOCC3)c3c2CCCC3)c1 | -24% | 10% | -222%[inhibitor] | 49%[activator] | 1% | 0% | 12% | 16% | 6%
Cc1cccc(SCC(=O)Nc2ccc3c(c2)OCCO3)c1 | 11µM* | 10% | -1% | 23% | 9% | -3% | -8% | 12% | 17%
COC(=O)CSc1nc2c(c(=O)n(C)c(=O)n2C)n1CCC(C)C | 7% | ? | -14% | 16% | 5% | ? | 8% | 4% | 4%
C=CCSc1nnc(-c2ccccc2NC(=O)CC)c(=O)[nH]1 | -14% | -3% | 0% | 0% | 8% | 0% | -7% | 12% | 23%

Bioassay records from PubChem.
